RMI FANCM FP: blocks RMI1/RMI2 complex binding to FANCM MM2 peptide | Fluorescence polarization, RMI core complex with F-MM2 peptide; active compounds read low | FP signal (polarization) at 33 µM | 0.58% of 70,000 active; in the data active = FP signal below about 40; note: inactives centre near 61; strong numbers were not always called active; unit not given here
Starred values were filed as active, the others as inactive; & = joins results of further samples. An excerpt. The share of hits here may be higher or lower than overall.

SMILES | RMI FANCM FP
CCN(CC)C(=O)CSc1ccccc1[N+](=O)[O-] | 65
CS(=O)(=O)C(C#N)=Cc1ccccc1OCc1c(Cl)cccc1Cl | 55
O=C(Nc1nnc(-c2ccc(Br)s2)o1)c1ccccc1F | 68
CCCc1c(OCCCCc2nn[nH]n2)ccc(C(C)=O)c1O | 60
CC1CCCC(C)N1S(=O)(=O)c1cccc(C(F)(F)F)c1 (stereo not drawn) | 56
O=C(CSc1nccn2nc(-c3cccc4ccccc34)cc12)Nc1cccc(Cl)c1 | 108
COc1ccccc1OCC(=O)N(Cc1ccc(Cl)cc1)C1CCS(=O)(=O)C1 (stereo not drawn) | 59
Cc1ccccc1Cn1cnc2c(cnn2CCN)c1=O | 72
O=C(/C=C/c1cccs1)c1cccs1 | 100
CSc1ccccc1C(=O)Nc1nc(CN2CCc3ccccc3C2)cs1 | 65
O=C1CC(c2nc(-c3ccc(Br)cc3)no2)CN1c1ccc2c(c1)OCO2 (stereo not drawn) | 82
O=C(Nc1nc(-c2ccccc2)ns1)c1ccc(F)cc1 | 74
Cn1ncc(CO)c1C(F)(F)F | 55
CN(C)CCCN(C(=O)c1cccc(C(F)(F)F)c1)c1nc2cc3c(cc2s1)OCO3 | 82
CC1(O)CS(=O)(=O)CC1(C)O (stereo not drawn) | 64
COc1cccc2cc(-c3csc(NN=C4CCN(C)CC4)n3)c(=O)oc12 | 63
COC(=O)c1nn(-c2ccccc2)nc1C | 56
C=CCn1c(SCC(=O)Nc2sc3c(c2C(=O)OCC)CCCCC3)nc2scc(-c3ccccc3Cl)c2c1=O | 75
CCOC(CC(OCC)C(=O)c1ccccc1)C(=O)c1ccccc1 (stereo not drawn) | 53
CCOC(=O)Cc1csc(NC(=O)CN2C(=O)c3ccccc3S2(=O)=O)n1 | 54
COC(=O)Nc1nc2ccc(C(=O)c3ccccc3)cc2[nH]1 | 74&76&60
COc1cccc(/C=C/C(=O)c2c(C)nc3ccc(Cl)cc3c2-c2ccccc2)c1OC | 60
CCc1ccc(S(=O)(=O)Nc2ccc(O)cc2)cc1 | 58
O=C(Cc1ccccc1)NCCOc1ccc2nnc(-c3ccc(F)cc3)n2n1 | 68
CCOC(=O)Cn1c(-c2nnc(CC)o2)cc2ccccc21 | 68

Given with each value named: two of the compounds above
CCc1ccc(S(=O)(=O)Nc2ccc(O)cc2)cc1
  RMI FANCM FP = 58

CCOC(CC(OCC)C(=O)c1ccccc1)C(=O)c1ccccc1 (stereo not drawn)
  RMI FANCM FP = 53

Exported with the structure last: part of the list above
| RMI FANCM FP | structure |
| --- | --- |
| 58 | CCc1ccc(S(=O)(=O)Nc2ccc(O)cc2)cc1 |
| 64 | CC1(O)CS(=O)(=O)CC1(C)O (stereo not drawn) |

More records follow:
SMILES | RMI FANCM FP
N#CCSc1nc2ccc(Br)cc2c2nc3ccccc3n12 | 56
CCOC(=O)c1cn[nH]c1C(F)(F)F | 42
Cc1ccc(-n2ncc3c(=O)[nH]c(SC/C=C/c4ccccc4)nc32)cc1 | 70
Cc1cc(S(=O)(=O)Cc2cccc(F)c2)c(Cl)cc1Cl | 47
O=C(Nc1ccc(Nc2ccc(-n3cccn3)nn2)cc1)c1cccs1 | 57
Cc1cc(-c2nnc(NC(=O)C3CC(=O)N(c4ccc(C)c(C)c4)C3)o2)n(C)n1 (stereo not drawn) | 69
CCc1nc2sc(C(c3cccc(OC)c3)N3CCN(Cc4ccccc4)CC3)c(O)n2n1 (stereo not drawn) | 59
CN(C)C=Nc1ncc(-c2ccc(Br)s2)s1 | 61
CN1CCN(c2ccc(-c3ccc(NC(=O)Nc4ccc5c(c4)OCO5)cc3)nn2)CC1 | 111
N#Cc1ccccc1NC(=O)C(=O)NCCc1ccc(N2CCCC2)cc1 | 92
CC(=O)/C(=C\N(C)C)Sc1ccc(Cl)cc1 | 55
CNC(=O)CSc1nc2c(c(C(F)(F)F)c1C#N)CC(C(C)(C)C)CC2 (stereo not drawn) | 60
CC12CCC(C(=O)N(c3ccccc3)c3ccccc3)(CC1=O)C2(C)C (stereo not drawn) | 58
O=C(c1ccco1)N1CCc2ccc(NS(=O)(=O)c3cc(F)ccc3F)cc2C1 | 67
CCc1ccc(/C=C2\SC(=S)N(CCCC(=O)NNC(=O)c3cccnc3)C2=O)cc1 | 52
CSc1nc(N)c2ncn([C@@H]3O[C@H](COP(=O)(O)OP(=O)(O)O)[C@H](O)C3O)c2n1 (stereo partly drawn) | 53
CCN(CC)Cc1c(O)ccc2c(-c3cc4ccccc4oc3=O)cc(=O)oc12 | 52
CS(=O)(=O)c1ccc(N)c([N+](=O)[O-])c1 | 63
O=C(CSc1nc(-c2ccccc2)cc(=O)[nH]1)N1N=C(c2cccs2)CC1c1ccc(F)cc1 (stereo not drawn) | 52
c1ccc(CN2CCN(Cc3cn[nH]c3-c3ccccc3)CC2)cc1 | 64
CC(=O)N1CCc2c(sc(NC(=O)C3(c4ccc(Cl)cc4)CCCC3)c2C#N)C1 | 99
CCOc1ccc(-c2cc(C(=O)Nc3ccc(S(=O)(=O)N4CCCCC4)cc3)no2)cc1 | 111
O=Cc1ccc(OC(=O)CC2SC(=O)NC2=O)cc1 (stereo not drawn) | 56
O=C1c2ccccc2C(=O)N1CN(CCCn1ccnc1)CN1C(=O)c2ccccc2C1=O | 61
C=C(C)[C@H]1COc2cc3oc(=O)ccc3cc2O1 | 59

Not a retest: three of the compounds above.
SMILES | RMI FANCM FP
N#CCSc1nc2ccc(Br)cc2c2nc3ccccc3n12 | 56
CCOC(=O)c1cn[nH]c1C(F)(F)F | 42
Cc1ccc(-n2ncc3c(=O)[nH]c(SC/C=C/c4ccccc4)nc32)cc1 | 70

Remaining list, next part.
SMILES | RMI FANCM FP
O=C(Nc1ccccc1OCc1ccc(Cl)c(Cl)c1)c1ccco1 | 58
Clc1ccc(N=NN2CCOCC2)cc1 | 62
COc1ccc(-n2nnnc2CNC(=O)c2cc(Cl)ccc2[N+](=O)[O-])cc1 | 54
N#C/C(=C\c1ccc(-c2cccc(C(F)(F)F)c2)o1)C(=O)Nc1ccc(Cl)cc1Cl | 65
CCOc1ccccc1NC(=O)c1nn(-c2ccc(F)cc2)cc1OC | 78
O=C(c1cc2ccccc2oc1=O)N1CCN(c2ncnc3c2nnn3-c2ccccc2)CC1 | 59
COc1ccc(-c2nc(NC(=O)CSc3nnc(C)s3)ns2)cc1 | 80
CCN(CC)c1ccc(NC(=O)c2ccc(=O)n(C)n2)c(C)c1 | 62
CCCN1CCCc2cc(CCNS(C)(=O)=O)ccc21 | 24*
CCCOc1cc(S(=O)(=O)n2ccnc2)ccc1Cl | 65
COC(=O)N1CCc2c(sc(NC(=O)c3cccc(N4C(=O)CCC4=O)c3)c2C#N)C1 | 60
CCc1cnc2c(c1OC)c(=O)n(CC(=O)NCc1ccccc1)c(=O)n2C | 71
CCOC(=O)N1CCN(C(=O)c2sc(NC(=O)Nc3cccc(Cl)c3)nc2C)CC1 | 55
COC(=O)C1C(c2ccc(OC)cc2)C(C(=O)OC)S(=O)(=O)CS1(=O)=O (stereo not drawn) | 61
COc1ccc(S(=O)(=O)CCCC(=O)Nc2cc(C)nn2C)cc1 | 67
CC(=O)Nc1ccc(SCC(=O)Nc2cc(C)no2)nn1 | 67
CCc1ccc(-c2cc3c(SCC(=O)Nc4ccc(OC)c(Cl)c4)nccn3n2)cc1 | 124
Cc1ccc(-n2nnc(C(=O)Nc3ccc4oc(=O)ccc4c3)c2C)cc1 | 95
Clc1ccc(-c2nn(-c3ccccc3)cc2/C=N\Nc2ncnc3c2cnn3-c2ccccc2)cc1 | 55
O=C(c1ccco1)N1CCCC(c2nnc(-c3ccc4c(c3)OCO4)o2)C1 (stereo not drawn) | 63
NC(N)=NC1=NC(=O)CS1 | 53
C=C(C)/C=C1/C=CC(=O)C(C)=C1 | 54
BrCC1CN2CCSC2=N1 (stereo not drawn) | 59
CCOC(=O)N1CCN(C(c2ccccc2F)c2sc3nc(-c4ccco4)nn3c2O)CC1 (stereo not drawn) | 55
O=C1NC(=S)NC(=O)C1=C1C=C(c2ccccc2)N(Cc2ccccc2)C2=C1CCCC2 | 59

RMI FANCM FP, what is marked active above.
SMILES | RMI FANCM FP
CCCN1CCCc2cc(CCNS(C)(=O)=O)ccc21 | 24*

(list continues)
SMILES | RMI FANCM FP
O=C(Nc1ccncc1NC(=O)c1ccc2ncsc2c1)c1ccc2ncsc2c1 | 68
O=C(CN1C(=O)c2ccccc2C1=O)NCC1CCN(Cc2cccs2)CC1 | 73
Cn1c(NCC(=O)O)nc2c1c(=O)[nH]c(=O)n2C | 65
CC(=O)Oc1ccc(OC(C)=O)c2cc3c(OC(C)=O)ccc(OC(C)=O)c3cc12 | 50
CCOc1ccc(C(=O)Nc2nnc(-c3ccc(Br)s3)o2)cc1 | 68
CN1C(=O)C(C)(C)COc2ccc(NC(=O)c3ccccc3C(F)(F)F)cc21 | 68
Cc1ccc(S(=O)(=O)Nc2ccc3c(c2)CN(C(=O)c2ccccc2)CC3)cc1Cl | 92
COc1ccccc1-c1ccc(SCC(=O)c2ccc([N+](=O)[O-])cc2)nn1 | 53
Cc1c(-c2nc(-c3ccc(Br)cc3)cs2)nnn1-c1ccccc1 | 89
Cc1nn(C)c2oc(=O)cc(-c3ccccc3)c12 | 46
O=[N+]([O-])c1ccc(-c2csc(=Nc3ccccc3)n2CCCO)cc1 | 57
O=C(Cc1csc(SCC(=O)Nc2ccc(F)cc2)n1)NCc1cccs1 | 54
CN1C(=O)c2ccc(NC(=O)c3cc(=O)c4ccccc4o3)cc2C1=O | 66
COc1ccc2nc(-c3ccc(NC(=O)c4ccc(OC)c(OC)c4)cc3)cn2n1 | 83
O=C(O)C1CS(=O)(=O)CN1C(=O)c1ccco1 (stereo not drawn) | 68
CC1OC(=O)N(c2cc(Cl)cc(Cl)c2)C1=O (stereo not drawn) | 49
CC(=O)Nc1cccc(NC(=O)CSc2nc(CC(=O)NCCCc3ccccc3)cs2)c1 | 66
Nc1ccc2c(c1)CCC(=O)N2Cc1ccccc1 | 69
O=c1ccc(-c2ccco2)nn1CCCNS(=O)(=O)c1ccc(F)cc1 | 67
Cc1nn(C2CCS(=O)(=O)C2)c2nc(-c3ccco3)cc(C(=O)N3CCCC3)c12 (stereo not drawn) | 64
CSC(=NCc1c(Cl)cccc1Oc1ccccc1)NC#N | 63
Cc1cc(-c2csc(=S)n2Nc2ccccc2)ccc1Cl | 54
COc1ccc(OC)c(-c2csc(NC(=O)c3ccc(S(=O)(=O)C(C)C)cc3)n2)c1 | 54
CC(=O)Nc1ccc(NC(=O)CSc2nc(N)c(NC(=O)c3ccco3)c(=O)[nH]2)cc1 | 70
O=S(=O)(NCC1CCN(C2CCCC2)CC1)c1ccc(F)c(Cl)c1 | 82

Other results follow.
SMILES | RMI FANCM FP
CCCC(=O)N(Cc1ccccc1)c1nnc(C23CC4CC(CC(C4)C2)C3)s1 | 54
COc1ccccc1CNc1nc(S(=O)(=O)c2ccccc2)c(Cl)s1 | 70
Cc1cc2cc(CNC(=O)c3ccccc3C)ccc2[nH]1 | 61
Cc1ccc(S(=O)(=O)Nc2ccc(C)cc2NS(=O)(=O)c2ccc(F)cc2)cc1 | 63
O=S(=O)(Nc1ccc(Cl)c(Cl)c1)c1cccc2cccnc12 | 66
Cc1ccc(S(=O)(=O)N2CCCC(c3nnc(-c4ccc5c(c4)OCO5)o3)C2)cc1C (stereo not drawn) | 64
COc1ccc(CCNC(CC(=O)Nc2ccc(F)cc2F)C(=O)O)cc1OC (stereo not drawn) | 51
CC1CCCC(C)N1C(=O)c1cc2cc(Cl)cc(Cl)c2oc1=O (stereo not drawn) | 60
CCNc1nc(NCC)nc(Sc2ccc([N+](=O)[O-])cc2[N+](=O)[O-])n1 | 54
C(=Nc1ccc2c(c1)OCO2)c1cccs1 | 54
COCCn1c(SCc2cccc([N+](=O)[O-])c2)nc2cc(C(=O)NC(C)C)ccc2c1=O | 75
COC(=O)c1cc(=O)c2cc(NC(=O)c3ccc(OC(F)(F)F)cc3)ccc2[nH]1 | 57
COc1ccc(-c2cc3c(SCc4cccc(Br)c4)nccn3n2)cc1 | 81
COc1ccc(F)cc1S(=O)(=O)Nc1ccc2c(c1)CCCN2S(=O)(=O)c1ccccc1 | 73
CC(=O)Nc1cccc(C(C(F)(F)F)C(F)(F)F)c1 | 58
Cn1c(Sc2nc3ccc(Cl)cc3s2)nnc1-c1cccs1 | 56
Cc1ccc(NC(=O)CSc2nnc(NC(=O)c3ccc(S(=O)(=O)N4CCOCC4)cc3)s2)cc1Cl | 58
CC1CCCCC1NC(=O)NC1CC(=O)N(c2ccc3c(c2)OCCO3)C1 (stereo not drawn) | 52
Cc1nn(C)c(NCCSCc2c(Cl)cccc2Cl)c1[N+](=O)[O-] | 60
CCC(O)c1nc2ccccc2n1CC(=O)N(C(C)C)C(C)C (stereo not drawn) | 66
CC(=O)N1CCc2ccc(NC(=O)C34CC5CC(CC(C5)C3)C4)cc2C1 | 72
CCn1nccc1C(=O)Nc1nc(-c2ccc3c(c2)CCCC3)cs1 | 65
COc1ccc(N2CCn3c(SCc4c(F)cccc4Cl)nnc32)cc1 | 52
COC(=O)C1CCN(C(=O)Cc2cc(=O)[nH]c(SCc3ccccc3)n2)CC1 | 63
CS(=O)(=O)c1ccc(Nc2nc(CC(=O)NCc3ccc4c(c3)OCO4)cs2)cc1 | 64
COCCn1c(=NC(=O)C2CC2)sc2cc(Cl)ccc21 | 73
Cc1cccc(Cn2c(N3CCN(Cc4cc(C)ccc4C)CC3)nc3c2c(=O)[nH]c(=O)n3C)c1 | 53

High-throughput results deposited in PubChem by Small Molecule Screening Facility, UW Madison.
